Kir21 block = inhibitors of mouse Kir2.1 inward-rectifier potassium channel; AID 1672, 2009; Inward rectifier potassium channel 2 (Mus musculus), P35561; HEK293-Kir2.1, FluxOR thallium flux fluorescence; hits give low values; 310,000 compounds, 0.85% hits; B-score at 10 µM;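 active = fluorescence ratio B-score at or below minus 3 SD of library scores, with starting-brightness B-score within 2 SD, cut at about -4.2 in these data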;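 also: channel flux triggered by added potassium and thallium sulfate stimulus; B-score of peak minus minimum fluorescence over baseline after thallium stimulus; more negative B-score means stronger Kir2.1 block with less thallium influx; some compounds called inactive have numbers as strong as hits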
Target sequence (P35561 whole entry, looked up): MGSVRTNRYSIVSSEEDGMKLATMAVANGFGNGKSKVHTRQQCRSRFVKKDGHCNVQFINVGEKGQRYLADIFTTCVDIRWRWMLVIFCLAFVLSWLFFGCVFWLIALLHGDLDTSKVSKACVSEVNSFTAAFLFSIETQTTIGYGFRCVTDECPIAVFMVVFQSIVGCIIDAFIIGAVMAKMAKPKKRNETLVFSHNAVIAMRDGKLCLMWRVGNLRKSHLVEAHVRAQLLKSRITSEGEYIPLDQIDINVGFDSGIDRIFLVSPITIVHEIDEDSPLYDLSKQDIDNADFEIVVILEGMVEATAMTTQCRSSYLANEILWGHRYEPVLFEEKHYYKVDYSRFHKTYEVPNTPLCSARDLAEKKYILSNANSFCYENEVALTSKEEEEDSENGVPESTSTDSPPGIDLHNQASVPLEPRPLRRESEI
KCNQ2 inh = KCNQ2 potassium channel inhibitors, primary screen, cell-based, CHO-K1, FluxOR thallium flux, B-score (AID 2156). 20 min; hits give low values. 310,000 compounds, 1.1% hits. B-score at 10 µM;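 active = fluorescence ratio B-score at most minus 3 library SDs, with starting brightness B-score within 2 library SDs, cut at about -5.5 in these data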
Active calls of the source: *; i = inactive.

Order of values: Kir21 block | KCNQ2 inh
1	O=C(COc1cccc(NC(=O)c2ccccc2)c1)c1ccc(F)cc1
  -1.2 | i
2	O=S(=O)(c1cccc(Cl)c1Cl)N1CCCCC1
  -0.79 | i
3	Cc1ccccc1CC(=O)N1CCN(S(=O)(=O)c2cccs2)CC1
  0 | i
4	Brc1ccc(-c2nnc3ccc(Nc4ccccc4)nn23)cc1
  1.2 | i
5	CC1=C(C(=O)OC(C)C)C(c2ccccc2Cl)CC(=O)N1 (stereo unspecified)
  -1.6 | i
6	Cc1sc(NC(=O)CCl)c(C(=O)c2ccccc2)c1C
  2.3 | i
7	COc1ccc(C(=O)Cn2c(=O)c(CCC(=O)O)nn3c4ccccc4nc23)cc1OC
  0.07 | i
8	O=C(O)CSCC(=O)N(c1ccccc1)c1ccccc1
  -1.6 | i
9	COc1ccc(Nc2cc(C)nc3ncnn23)cc1Cl
  -0.4 | i
10	O=C(O)c1ccc(Nc2nc(-c3ccc([N+](=O)[O-])cc3)nc3ccccc23)cc1
  2.1 | i
11	CCN1CCC2(CC1)Oc1c(OC)cccc1C1CC(c3cccnc3)=NN12 (stereo unspecified)
  2.1 | i
12	C=CCOc1ccc(CN(C)CC(=O)N(CC(C)C)c2c(N)n(CC(C)C)c(=O)[nH]c2=O)cc1
  0.04 | i
13	O=C(Nc1nccs1)C1CCCN1S(=O)(=O)c1ccc(F)cc1 (stereo unspecified)
  1 | i
14	CC(C)(C)NC(=O)/C=C/c1ccc(C(F)(F)F)cc1
  1.9 | i
15	O=C(O)c1cccc(S(=O)(=O)N(Cc2ccccc2)c2ccc(Cl)cc2)c1
  0.24 | i
16	Cc1ccc(-c2csc(=S)n2CC(=O)OCC(=O)NCc2ccco2)cc1
  0.02 | i
17	O=C1CC(N2CCN(c3ccccc3O)CC2)C(=O)N1Cc1ccccc1 (stereo unspecified)
  0.07 | i
18	CCOC(=O)C1=C(CNCc2ccc(C)cc2)NC(=O)NC1c1ccc(OC)cc1 (stereo unspecified)
  0 | i
19	Cc1oc(-c2cccs2)nc1CN1CCN(CCC(C)C)C(CCO)C1 (stereo unspecified)
  -0.56 | i
20	Cc1ccc(N=C2SC(C(=O)O)CC(=O)N2C)cc1C (stereo unspecified)
  -0.4 | i
21	O=C(NC(=S)Nc1ccc(O)cc1)c1ccccc1Cl
  -1.8 | i
22	COc1ccccc1C(=O)NNC(=S)NC(=O)c1cc(OC)c(OC)c(OC)c1
  -0.65 | i
23	CC1(C)Cc2c(sc3c2c(=O)n(-c2ccc(Cl)cc2)c(=O)n3CC(N)=O)CO1
  -0.45 | i
24	Cc1ccc(-c2nc3ncccc3o2)cc1N
  1 | i
25	N#CCc1ccc(NC(=O)c2cc(S(=O)(=O)N3CCOCC3)ccc2Cl)cc1
  0.25 | i
26	O=C1CCC(C(=O)OCC(=O)C23CC4CC(CC(C4)C2)C3)N1 (stereo unspecified)
  0.21 | i
27	O=C(NC(=S)NNC(=O)c1ccccc1F)c1cccnc1
  -0.01 | i
28	CC(C)OC(=O)CSc1ncnc2c1cnn2Cc1ccccc1
  1.8 | i
29	CC1CCCC(NC(=O)COC(=O)c2sc3ccccc3c2Cl)C1C (stereo unspecified)
  1 | i
30	CCN(CC)C(=O)CSc1nc(O)cc(=O)n1CC
  -0.01 | i

A draw from above in order of SMILES length, high to low:
Order of values: Kir21 block | KCNQ2 inh
10	O=C(O)c1ccc(Nc2nc(-c3ccc([N+](=O)[O-])cc3)nc3ccccc23)cc1
  2.1 | i
29	CC1CCCC(NC(=O)COC(=O)c2sc3ccccc3c2Cl)C1C (stereo unspecified)
  1 | i
21	O=C(NC(=S)Nc1ccc(O)cc1)c1ccccc1Cl
  -1.8 | i

The list continues:
Order of values: Kir21 block | KCNQ2 inh
31	O=C(CSc1nc(=O)n(CCCN2CCOCC2)c2c1CCCC2)Nc1cccc(F)c1
  -0.28 | i
32	Cc1ccc(-n2nnnc2-c2cccnc2)cc1
  0.01 | i
33	CN(Cc1ccccc1)S(=O)(=O)c1ccc(NC(=S)NC(=O)C2CCCCC2)cc1
  -0.2 | i
34	Cc1cc(C)cc(-n2ncc3c2CCCC3NC(=O)C2(C(N)=O)CC2)c1 (stereo unspecified)
  0.26 | i
35	CCN1CCN(C2=C(NS(=O)(=O)c3ccc(NC(C)=O)cc3)C(=O)c3ccccc3C2=O)CC1
  -0.55 | i
36	CC(O)c1cccc(NC(=O)Nc2cccc(NC(=O)Nc3cccc(C(C)O)c3)c2)c1 (stereo unspecified)
  0.06 | i
37	O=Nc1c(-c2ccccc2)cc2ccccn12
  -0.01 | i
38	Cc1nc2ccccc2c2nc(N)nn12
  -0.21 | i
39	O=C(CNC(=O)c1ccco1)Nc1ccncc1
  -1.4 | i
40	CCOc1ccccc1NC(=O)COC(=O)C1CC(=O)N(c2c(C)cccc2C)C1 (stereo unspecified)
  -0.32 | i
41	CCOC(=O)/C(C#N)=C1/C=CN(Cc2ccccc2)C=N1
  2.1 | i
42	CCS(=O)(=O)N1CCCC(C(=O)NCc2cccc(OC)c2)C1 (stereo unspecified)
  0.07 | i
43	O=C(CC1C(=O)NCCN1CC1CCCCC1)NCc1ccc(Cl)cc1 (stereo unspecified)
  -0.73 | i
44	CCN1C(=NCC2CC2)N[C@@H](c2cccc(C(F)(F)F)c2)C(C(=O)OC)=C1C
  -1.9 | i
45	O=C(NCc1ccccc1)C(=O)NCC(c1ccco1)N1CCOCC1 (stereo unspecified)
  0.05 | i
46	COCCCNC(=O)CN1C(=O)CSc2ccc(S(=O)(=O)N3CCOCC3)cc21
  0.02 | i
47	Cc1csc(NC(=O)CSc2sc3c(O)cc(=O)[nH]c3c2C#N)n1
  -0.82 | i
48	CCOc1ccc(C(C)=O)cc1CN1C(=O)NC2(CCCCCC2)C1=O
  -1.2 | i
49	Cc1csc(=NC(=O)c2ccccc2)n1C
  0.85 | i
50	COc1ccc(C2NC(=O)CCC2[N+](=O)[O-])c(OC)c1OC (stereo unspecified)
  -1.8 | i
51	COc1ccc(/C(O)=C2/C(=O)C(=O)N(c3nc(C)c(C)s3)C2c2ccco2)cc1 (stereo unspecified)
  -0.83 | i
52	O=C(C1Cc2ccccc2CN1C(=O)c1ccccc1)N1CCN(c2ccccc2)CC1 (stereo unspecified)
  0.02 | i
53	O=C(CN1C(=O)c2ccccc2C1=O)Nc1ccccc1C(F)(F)F
  1.5 | i
54	Clc1ccc(Nc2nc(-c3cccs3)cs2)nc1
  0.22 | i
55	CCN1C(=O)[C@H]2[C@@H](c3ccc(-c4ccc(OC)cc4)cc3)N[C@@](CC(C)C)(C(=O)OC)[C@H]2C1=O
  -1.3 | i
56	CCNC(=S)NNC(=O)CCn1c2ccccc2c2ccccc21
  0.34 | i
57	Cc1ccc(NC(=O)CNC(=O)c2sc3ccccc3c2Cl)nc1
  0.03 | i
58	CCn1c(NC(=O)c2cccs2)c(-c2cccs2)c(=O)c2ccccc21
  -0.39 | i
59	N#C/C(=C\c1ccccc1)C(=O)Nc1cc(S(=O)(=O)N2CCOCC2)ccc1N1CCCC1
  0.6 | i
60	COC(=O)C(Cc1ccc(O)cc1)NC(=O)CCNC(=O)c1ccco1 (stereo unspecified)
  1.8 | i

More compounds follow.
Order of values: Kir21 block | KCNQ2 inh
61	CN(C)c1ccc(CNn2cnnc2)cc1
  0.51 | i
62	Cn1cc(CC(=O)NCCCN2CCCC2)c2ccccc21
  0.57 | i
63	Cc1cccc(NC(=S)N(CCN(C)C)C(C)c2ccccn2)c1 (stereo unspecified)
  -0.92 | i
64	CC(=O)Nc1ccc(NC(=O)C2CCCN2C(=O)NC2CCCCC2)cc1 (stereo unspecified)
  -0.55 | i
65	CCOC(=O)C(Cc1ccccc1)(Cc1ccccc1)C(C)=O
  -1.2 | -6.4*
66	O=C(CSc1ccccc1C(=O)O)NCc1ccco1
  0.01 | i
67	Cc1cc(C)nc(N/N=C/c2c[nH]c3ccccc23)n1
  0.01 | i
68	CS(=O)(=O)Nc1ccc(C2=NN(S(=O)(=O)c3ccc(F)cc3)C(c3ccco3)C2)cc1 (stereo unspecified)
  -2 | i
69	CSC1=N/C(=C\c2ccccc2F)C(=O)S1
  0.22 | i
70	O=S(=O)(c1ccc(NC(=S)NCCc2ccccc2)cc1)N1CCOCC1
  -1.7 | i
71	COc1ccc(CNC(=O)c2cc(-c3cccs3)on2)cc1
  -0.04 | i
72	CCOc1ccc(CN2CCN(C(=O)c3cccc4ccccc34)CC2)cc1
  -1.2 | i
73	CCc1c(O)nc(SCC(=O)Nc2ccccc2)n(C(C)CC)c1=O (stereo unspecified)
  0.62 | i
74	CSCc1c(C(=O)Nc2ccc(N3CCOCC3)cc2)oc2ccccc12
  -0.27 | i
75	Cc1ccc(CNC(=O)[C@@H](NC(=O)C2CCN(C(=O)[C@@H](N)CC(C)C)CC2)C(C)C)cc1
  -0.96 | i
76	COc1ccc(-c2nc(N)n(C(=O)c3ccccc3Cl)n2)cc1
  0.02 | i
77	CC[C@H](C)[C@@H](C(=O)N1CCNCC1)n1cc([C@@H](N)CC(C)C)nn1
  0.19 | i
78	COc1ccc(COC(=O)c2cccc(S(=O)(=O)N3CCN(C(C)=O)CC3)c2)cc1
  -0.76 | i
79	Cc1nc(C)n(CC(O)COc2ccc3cc(Br)ccc3c2)n1 (stereo unspecified)
  2.3 | i
80	COc1ccccc1OCCCn1c(C)c(C#N)c2ccccc21
  -2 | i
81	CN(CC(=O)Nc1ccc(N2CCOCC2)cc1)C(=O)c1cc(S(=O)(=O)N(C)C)ccc1Cl
  -1.9 | i
82	COC(=O)N/N=C/c1cc(C)n(-c2ccccc2)c1C
  0.09 | i
83	COc1ccc(Br)c(/C=N/NC(=O)COc2ccc(-c3ccccc3)cc2)c1
  -0.3 | i
84	Cc1ccc(C)n1-c1nc(=S)[nH][nH]1
  3.1 | i
85	COc1cc(O)c2c(=O)cc(-c3ccccc3)oc2c1
  -0.84 | i
86	COc1ccc(C(=O)N/N=C/c2ccc(SC)cc2)cc1
  1.2 | i
87	N#CCC(=O)Nc1ccc(C(=O)NCC(c2ccco2)N2CCCCC2)cc1 (stereo unspecified)
  0.08 | i
88	Cc1ccc(S(=O)(=O)NC2CCCC2)cc1C
  0.53 | i
89	CC1CN(C(=O)CCC(=O)NCc2ccccn2)c2ccccc2O1 (stereo unspecified)
  -0.78 | i
90	CCC(C)(C)c1ccc(OCCCC[n+]2ccccc2)c(C(C)(C)CC)c1
  -3.6 | i

Whole records as entered above. Order of values: Kir21 block | KCNQ2 inh
Listed for `COC(=O)N/N=C/c1cc(C)n(-c2ccccc2)c1C` = 0.09 | i
Listed for `O=C(CSc1ccccc1C(=O)O)NCc1ccco1` = 0.01 | i

The list goes on:
Order of values: Kir21 block | KCNQ2 inh
91	Cc1cc(C)c2c(=O)cc(C(F)(F)F)oc2n1
  0.68 | i
92	CCn1c(=O)c2sccc2n(Cc2cccc(C)c2)c1=O
  -1.5 | i
93	CCN(CC)C(=O)c1csc(Nc2ccc(C)cc2)n1
  0.96 | i
94	Cc1ccc(NC(=O)CN2CCCCC2)c2c1CC(C)(C)O2
  -0.68 | i
95	CCN(C1CCCCC1)S(=O)(=O)CCNC(=O)c1ccc2c(c1)OCO2
  -0.77 | i
96	Cc1nccc(-c2cc(-c3ccc(Cl)cc3Cl)no2)n1
  -0.34 | i
97	OCCN(CCO)c1nc2ccccc2[nH]1
  -0.08 | i
98	NC(=O)c1cc(S(=O)(=O)N2CCN(c3ccc([N+](=O)[O-])cc3)CC2)cs1
  -1.6 | i
99	C=C(Br)CN1CCN(CC(=C)Br)CC1
  0.08 | i
100	C=CCn1c(SCC(=O)c2ccc(CNC(C)=O)o2)nc2scc(C3CC3)c2c1=O
  -0.08 | i
101	O=CN(c1ccccc1)c1ccc2ccccc2c1
  1.1 | i
102	COc1ccc(CCNC(C)C(=O)Nc2ccc(S(N)(=O)=O)cc2)cc1 (stereo unspecified)
  -0.33 | i
103	Cc1csc(NC(=O)CCc2ccc(S(=O)(=O)N3CCOCC3)cc2)n1
  -0.1 | i
104	O=Cc1ccc2noc(-c3ccc(Cl)cc3)c2c1
  0.72 | i
105	O=C(CNC(=O)c1ccccc1F)N/N=C/c1cc(Br)ccc1OC(=O)/C=C/c1ccco1
  0.19 | i
106	Cn1c(CC(=O)Nc2ccccc2C(F)(F)F)c(Sc2ccccc2)c2ccccc21
  1.8 | i
107	Cc1ccoc1C(=O)NCCCNC(=O)c1occc1C
  -0.32 | i
108	NC(=O)CCC(NC(=S)Nc1ccccc1)C(=O)O (stereo unspecified)
  0.04 | i
109	O=C(CN1C(=O)S/C(=C\c2cccc(Cl)c2)C1=O)NCCCn1ccnc1
  -1.4 | i
110	CCN(CCCNC(=O)COc1cc(=O)n(CC)c2ccccc12)Cc1ccccc1
  0.56 | i
111	CCCC[C@H]1COCCS(=O)(=O)N1Cc1cccc(F)c1
  0.38 | i
112	CC(=O)Oc1ccc2cc(-c3nc4ccccc4n3C)c(=O)oc2c1
  0.81 | i
113	CCCCCNC(=O)Cn1c(=O)c2c(ncn2CC(C)C)n(Cc2ccccc2)c1=O
  0.88 | i
114	COc1cnc(-c2cccc(C(F)(F)F)c2)[nH]c1=O
  0.38 | i
115	Cc1cc(C(=O)NC(=S)Nc2ccccc2N2CCCC2)ccc1[N+](=O)[O-]
  0.5 | i
116	NC(=O)c1cc(-c2ccccc2)nc(Oc2ccccc2)n1
  0.39 | i
117	O=C(NCCCN1CCOCC1)c1cnn2c(-c3ccccc3)cc(-c3ccccc3)nc12
  -0.14 | i
118	O=C(CSc1ncn[nH]1)N1CCN(c2nnc(-c3ccccc3)c3ccccc23)CC1
  -0.34 | i
119	O=C(NNc1nc2ccccc2s1)Nc1ccccc1
  -0.17 | i
120	CNC(=S)N(CCO)Cc1cc2cc3c(cc2[nH]c1=O)OCCO3
  -0.77 | i

Assay outcomes from PubChem.
